Bioassay records (PubChem BioAssay)
HCMV antiviral = inhibitors of human cytomegalovirus. AID 1259415. 4.5% of 410,000 active. HFF cells, HCMV-luciferase reporter, 72 h; active compounds read low. activity change, negative = inhibition, % at 57.5 µM; in the data active = activity change below about -60%; inconclusive = no clear call, values can overlap the other calls; inactive = above about -39%
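Luciferase read-out from HCMV-luciferase-infected HFFs (MOI 1 PFU/cell) 72 h post infection at 37C; compounds added after 16 h cell attachment; activity normalized between buffer-only basal and Salinomycin (10uM) inhibitor controls.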
Sm TGR block = S. mansoni TGR enzyme inhibition | purified TGR, DTNB reduction, TNB absorbance 405 nm | Q962Y6 | Potency, µM (series often up to 114 µM), for the others: at the top dose activity change, negative = inhibition, actives largely listed as inhibitors | 3% of 360,000 active; note: potency is the fitted concentration of half-maximal effect; nearly all actives have a fitted effect of over 60% in size
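Kinetic colorimetric format: TGR-catalysed, NADPH-driven DTNB reduction monitored via TNB absorbance. Enzyme dispensed at 20 nM; compound exposure 15 min at room temperature before reaction start.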
HCV inhibitor = HCV inhibition; 3.4% of 340,000 active; Huh7.5.1 HCVcc-Cre infection, luciferase reporter, 44 h; Potency, µM (top dose mostly 41.8 µM), for the others: at the top dose activity change, negative = inhibition, actives largely listed as inhibitors; note: potency is the fitted concentration of half-maximal effect
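Compounds are dispensed onto cells plated 4 h earlier at 1,000 per well, with HCVcc-Cre virus (about 0.5 moi) added next. Following 44 h of culture, luminescent signal is measured for 15 sec after 15 min with substrate at room temperature.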
AmpC detergent = blocks E. coli AmpC beta-lactamase in detergent assay | AmpC hydrolysis of nitrocefin, absorbance 480 nm, 0.01% Triton | Potency, µM (highest dose often 114 µM), inactives show top-dose activity change, negative = inhibition, hits mostly inhibitors | 0.041% of 370,000 active;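 note: potency is the fitted concentration of half-maximal effect; 0% = no-compound wells and -100% = no-enzyme wells; nearly all actives have a fitted effect of over 25% in size; some results filed as inactive show a strong effect at the top dose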
Target sequence (P00811 whole entry, looked up): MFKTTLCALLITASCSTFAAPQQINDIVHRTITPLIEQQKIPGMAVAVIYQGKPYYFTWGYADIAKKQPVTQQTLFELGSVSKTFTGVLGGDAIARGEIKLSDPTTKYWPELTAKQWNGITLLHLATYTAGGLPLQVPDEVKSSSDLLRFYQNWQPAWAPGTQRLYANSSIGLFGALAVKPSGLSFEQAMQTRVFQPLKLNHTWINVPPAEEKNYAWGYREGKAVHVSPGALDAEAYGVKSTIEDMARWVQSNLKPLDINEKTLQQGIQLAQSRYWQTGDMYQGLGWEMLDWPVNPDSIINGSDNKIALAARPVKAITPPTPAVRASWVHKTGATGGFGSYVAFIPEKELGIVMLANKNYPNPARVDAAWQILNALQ
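20 mM phosphate pH 7.0 + 0.01% (detergent screen) or 0.0001% Triton X-100; 5.3 nM AmpC reagent; cpd preinc 15 min RT; nitrocefin (800 uM stock) to start; A480 q20 s × 4 min; Activity was normalised to no-enzyme and no-compound control wells.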
FBPA Giardia inh = blocks Giardia fructose-bisphosphate aldolase activity; A8B2U2; purified Giardia FBPA; AID 2451; Potency, µM (series often up to 59.6 µM), for inactives: at the top dose activity, negative = inhibition, actives largely listed as inhibitors; 0.71% of 290,000 active; note: potency is the fitted concentration of half-maximal effect; nearly all actives have a fitted effect of over 55% in size
Target sequence (A8B2U2 whole entry, looked up): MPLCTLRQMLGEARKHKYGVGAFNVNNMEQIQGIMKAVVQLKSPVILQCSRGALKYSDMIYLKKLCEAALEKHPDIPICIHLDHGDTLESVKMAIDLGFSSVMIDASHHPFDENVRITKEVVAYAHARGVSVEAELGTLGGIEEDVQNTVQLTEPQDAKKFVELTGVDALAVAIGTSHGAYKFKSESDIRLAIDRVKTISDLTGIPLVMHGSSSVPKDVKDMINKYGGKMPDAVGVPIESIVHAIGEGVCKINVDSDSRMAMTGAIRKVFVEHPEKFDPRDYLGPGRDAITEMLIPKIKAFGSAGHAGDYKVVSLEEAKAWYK
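40 nM FBPA preincubated 10 min at RT with compound (up to 57.5 uM final), then substrate plus GAPDH/TPI/NAD/arsenate coupling and diaphorase/resazurin added. Fluorescence read after 20 min at RT, 525/598 nm.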
AmpC no deterg = blocks E. coli AmpC beta-lactamase in detergent-free assay; AmpC nitrocefin hydrolysis, absorbance 480 nm, 0.0001% Triton; P00811; 0.52% of 330,000 active; Potency, µM (highest dose often 57.1 µM), without a hit: at the top dose activity change, negative = inhibition, most hits filed as inhibitors;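 note: potency is the fitted concentration of half-maximal effect; plate controls were no compound for no effect and no enzyme for full effect; nearly all actives have a fitted effect of over 20% in size; some results filed as inactive show a strong effect at the top dose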
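20 mM phosphate pH 7.0 + 0.01% (detergent screen) or 0.0001% Triton X-100; 5.3 nM AmpC reagent; cpd preinc 15 min RT; nitrocefin (800 uM stock) to start; A480 q20 s × 4 min; Activity was normalised to no-enzyme and no-compound control wells.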
The depositor's hits bear a star; ? = inconclusive; · = not tested or not shown; & = joins results of further samples; [ ] = another dose, or the depositor's remark. Unless noted, calls come from the whole dose curve; as a rule, active = well fitted curve in the direction sought with a large enough effect; inconclusive = small, poorly fitted or top-dose-only effect, or another doubt; inactive = no such curve, though single readings can be large; an effect the other way counts as inactive or inconclusive. Unless noted, % is set by controls: 0 for no effect and ±100 for the full control effect.

item	structure	HCMV antiviral	Sm TGR block	HCV inhibitor	AmpC detergent	FBPA Giardia inh	AmpC no deterg
1	CCc1ccc(-c2[nH]c3c(c2-c2c(-n4cccc4)n(C)c(=O)[nH]c2=O)c(=O)[nH]c(=O)n3C)cc1	0	-26%	·	13%	·	·
2	CN1CCC(OC(=O)COc2ccc(F)cc2)CC1	20	-5%	30%	2%	-4%	9%
3	O=C(Nc1ccccc1C(F)(F)F)C1CCN(c2nnc(-n3cccc3)s2)CC1	1	14%	·	8%	·	·
4	CNC(=S)Nc1ccc([N+](=O)[O-])c(C)c1	?	40µM*	-12%	-12%	0%	-19%
5	Cc1nnc(SCC(=O)Nc2ccccc2F)n(N)c1=O	-6	3%	10%	2%	·	-4%
6	CCCC(=O)Nc1ccccc1C(=O)OCc1cc(=O)n2nc(C(C)C)sc2n1	90	-9%	·	-2%	·	·
7	CC(C(=O)NCc1ccccc1)N1C(=O)CN(C)C(=O)c2ccccc21 (stereo not drawn)	42	1%	-5%	-13%	1%	2%
8	COc1ccc(NC(=O)CN(C)CC(=O)Nc2ccc3c(c2)CCC3)cc1	-10	-7%	-10%	?	0%	-15%[11.4 µM]
9	COc1ccc(C(=O)NCC(c2ccc3c(c2)OCO3)N2CCOCC2)cc1 (stereo not drawn)	?	-2%	·	-2%	·	·
10	O=c1[nH]c(=O)n(C2CCCCC2)c(O)c1C=NCCCn1ccnc1	6	-24%	8%	1%	3%	-28%
11	O=C(COC(=O)COc1cccc(C(F)(F)F)c1)NC1CCCC1	-7	-1%	4%	-13%	·	-2%
12	O=C(O)[C@H](Cc1ccccc1)NC(=O)N1CCCCCC1	23	2%	8%	2%	-14%	-13%
13	COc1cccc(NC(=O)c2ccccc2N2C(=O)C3C4C=CC(C5CC45)C3C2=O)c1 (stereo not drawn)	-13	-12%	-4%	-6%	-5%	1%
14	C[N+]1(C)CCC(OC(=O)C(c2ccccc2)c2ccccc2)CC1	11	·	-13%	·	-2%&4%	·
15	COc1ccc([C@H]2CC(=O)C=C(c3cc(OC)ccc3OC)C2)cc1	-26	4%	?	-8%	·	-10%
16	Clc1ccc(-n2nnnc2-c2ccccc2)cc1	3	-25%	15%	?	-3%	-20%
17	CS(=O)(=O)N(Cc1ccccc1)c1ccc(C(=O)NCCSCc2ccco2)cc1	-28	?	?	-1%	18%	-16%
18	COc1ccccc1C(=O)N/N=C/c1ccc(Cl)s1	56	-3%	15%	-6%	-16%	-29%
19	CC(C)C(=O)Nc1ccc(Br)cc1Cl	?	5%	11%	-1%	4%	4%[2.29 µM]
20	CSc1ncccc1C(=O)OCC(=O)c1ccccc1	12	0%	8%	1%	0%	-9%[2.29 µM]

Other structures follow.
item	structure	HCMV antiviral	Sm TGR block	HCV inhibitor	AmpC detergent	FBPA Giardia inh	AmpC no deterg
21	c1ccc2c(c1)CCCN2c1nc(N2CCOCC2)nc(N2CCOCC2)n1	21	-19%	?	-5%	2%	90%[activator]
22	CCN(CC)S(=O)(=O)c1ccc(N2CCCC2)c(NC(=O)CC(C)(C)C)c1	-14	-16%	11%	-7%	10%	21%
23	CC(C)Cc1nnc(NC(=O)CCC(=O)Nc2ccc3cn[nH]c3c2)s1	60	13%	7%	-4%	-11%	-16%
24	O=C1Nc2ccc(Br)cc2C1=Nc1cccnc1	-8	2%	1%	?	?	-15%
25	O=C(COC(=O)c1cc(-c2ccc(Cl)s2)nc2ccccc12)NCc1ccco1	19	7.9µM*	10%	-2%	-9%	128%[activator]
26	COC(=O)Nc1c(-c2ccccc2)nc2ccccn12	-23	-1%	1%	?	-4%	-14%
27	COc1cc(CC(NC(C)=O)C(=O)NC2CCN(C(=O)C3CC3)CC2)cc(OC)c1 (stereo not drawn)	-18	·	-1%	5%	0%	-6%
28	Cc1cccc[n+]1C1C(c2ccccc2)C(C#N)=C(C(=C=[N-])C#N)NC1(O)C1CC1 (stereo not drawn)	·	5.6µM*	?	-1%	?	-31%
29	O=C(NCC1CCCO1)c1onc(CSc2ccc(Cl)cc2)c1C(=O)O (stereo not drawn)	?	5%	18%	-4%	20%	-10%
30	Cc1cccc(NC(=O)Cn2c(=O)oc3cc(S(=O)(=O)N4CCCC4)ccc32)n1	?	15%	-6%	-1%	4%	-14%
31	COc1ccc(C(=O)NNC(=S)NC2CCCCC2)cc1OC	-13	2%	-6%	-14%	9%	-22%
32	O=C(NCc1c(O)ccc2ccccc12)c1ccccc1	32	-4%	-17%	-4%	2%	-30%
33	CCCCOCCCn1c(N)c(C(=O)OCCOC)c2nc3ccccc3nc21	-1	13%	-17%	1%	-30%	175%[activator]
34	COc1ccc(CCC(=O)OCC(=O)Nc2ccc(OC)c(OC)c2)cc1OC	5	4%	10%	-9%	5%	126%[activator]
35	CCCC1=Nc2cc(C(=O)NCCCN(CC)CC)ccc2Sc2ccccc21	-11	6%	·	16%	·	·
36	O=C(COC(=O)c1ccc(F)cc1Cl)NC1CCCCCCC1	33	·	10%	·	·	-8%
37	CCNC(=S)NCc1ccc(OC)c(OC)c1	-34	7%	26%	-6%	2%	-16%
38	Cc1ccccc1OCc1nnc(SCC(=O)NC2CCCCC2)o1	-3	-2%	11%	0%	-6%	9%
39	CCOC(=O)c1cnn(-c2ccccc2)c1-n1cccc1C(=O)C(=O)Nc1ccccc1C(F)(F)F	-23	2%	?	-4%	-7%	1%
40	C=C(C)CN=C1SC(C(=O)Nc2sc3c(c2C(=O)OC)CCC3)C(N)=C1C(N)=O (stereo not drawn)	7	-17%	?	-8%	-9%	-14%

Entries from the list above containing bromine (2):
item	structure	HCMV antiviral	Sm TGR block	HCV inhibitor	AmpC detergent	FBPA Giardia inh	AmpC no deterg
19	CC(C)C(=O)Nc1ccc(Br)cc1Cl	?	5%	11%	-1%	4%	4%[2.29 µM]
24	O=C1Nc2ccc(Br)cc2C1=Nc1cccnc1	-8	2%	1%	?	?	-15%

The list continues:
item	structure	HCMV antiviral	Sm TGR block	HCV inhibitor	AmpC detergent	FBPA Giardia inh	AmpC no deterg
41	COc1ccc(CN2CCN(CCCc3ccccc3)C(CCO)C2)c(O)c1 (stereo not drawn)	-22	?	?	-1%	0%	20%
42	COC(=O)CCC(=O)NNC(=O)CCCOc1ccc(Cl)cc1Cl	12	11%	9%	1%	5%	0%
43	COc1cccc(-n2c(-c3ccc4[nH]c(C)c(C)c4c3)n[nH]c2=S)c1	23	-4%	?	-6%	9%	-36%
44	CSc1nc(Cc2ccccc2)cc(=O)[nH]1	-1	0%	0%	1%	-6%	-12%
45	COc1ccc(/C=C/C(=O)NC(=S)Nc2ccccn2)cc1	47	-11%	-2%	1%	7%	-18%
46	CC1CCN(CC(=O)NC2CCCCC2)CC1	6	2%	14%	-19%	2%	-7%
47	COc1cccc2sc(N(CCCN(C)C)C(=O)c3ccc(S(=O)(=O)N4CCCc5ccccc54)cc3)nc12	-71*	3%	14µM*	-6%	-22%	173%[activator]
48	CC1SC(c2ccc(Cl)cc2)NC1=O (stereo not drawn)	?	-9%	13%	-6%	-5%	-16%
49	COC(=O)[C@H](C)N(Cc1ccc(Cl)c(Cl)c1)S(=O)(=O)CCN1CCN(c2ccccc2)CC1	-12	·	?	·	·	70%[activator]
50	COc1ccc(OC)c(C2=C[N+](=O)C(C)(C)C(C)(C)N2[O-])c1	8	13%	9%	-1%	0%	-17%
51	O=C1NC(=O)c2cc(NC(=O)C3COc4ccccc4O3)ccc21 (stereo not drawn)	15	-1%	3%	-12%	-1%	15%
52	Cc1ccc2c(=O)c(C(=O)c3ccc(Cl)cc3)cn(CC(=O)NC3CCCCC3)c2n1	0	5%	·	19%	·	·
53	CCOC(=O)N1CCN(S(=O)(=O)N2CCCC(C(=O)NCCc3ccccc3)C2)CC1 (stereo not drawn)	-20	-21%	7%	-12%	-6%	66%[activator]
54	CCCCn1c(=O)[nH]c2c(oc3ccccc32)c1=O	8	9%	5%	-13%	12%	-1%
55	Cc1ccc(C2(C)NC(=O)N(CC(=O)Nc3ccc4c(c3)CCC4)C2=O)cc1 (stereo not drawn)	?	-9%	-13%	-21%	·	-12%
56	O=S(=O)(c1cccc(C(F)(F)F)c1)N1CCCC1c1cccnc1 (stereo not drawn)	10	6%	16%	5%	7%	4%
57	CN(C)CCN(C(=O)c1ccc(S(=O)(=O)N2CCc3ccccc32)cc1)c1nc2ccc(F)cc2s1	44	-21%	7%	3%	·	-25%
58	CCN(CC)S(=O)(=O)c1cccc(NC(=O)CCSc2ccc(Cl)cc2)c1	?	0%	?	?	0%	-41%
59	S=c1[nH]nc(CNc2cccc(Cl)c2)o1	7	·	12%	7%	-6%	-12%
60	CCN(CC)CC(=O)c1c[nH]c2ccc(OC)cc12	4	?	0%	-12%	-3%	-44%

More results follow:
item	structure	HCMV antiviral	Sm TGR block	HCV inhibitor	AmpC detergent	FBPA Giardia inh	AmpC no deterg
61	O=C(Nc1cc(Cl)ccc1N1CCOCC1)c1ccc(F)c(S(=O)(=O)N2CCOCC2)c1	16	-11%	-7%	-6%	·	29%
62	CCOC(=O)c1c(NC(=O)C(C)S(=O)(=O)c2cn(CC)c3ccccc23)sc2c1CCCC2 (stereo not drawn)	8	-8%	?	-9%	-6%	-9%
63	O=C(CSc1ccc(Cl)cc1)Nc1cccc(-c2nc3ncccc3o2)c1	-18	-8%	9%	-5%	5%	-30%
64	Nc1ccc(C(=O)OCCCc2nc3ccccc3[nH]2)cc1	-25	6%	21%	-5%	-6%	-4%
65	Nc1nc(-c2cccs2)c(NC(=O)c2ccccc2)s1	-32	-8%	?	-13%	-15%	-46%
66	CCCCCn1c(=O)c(C(=O)Nc2c(C)n(C)n(-c3ccccc3)c2=O)c(O)c2ccccc21	-21	-6%	2%	-9%	13%	-11%
67	CSCCC(N=C1NS(=O)(=O)c2ccccc21)C(=O)NCc1ccccc1F (stereo not drawn)	6	5%	-19%	5%	·	-31%
68	Cc1oc(-c2ccccc2)[n+]([O-])c1C	3	?	22%	?	-1%	-6%
69	N/C(=N\OC(=O)CCC1CCCCC1)c1ccccn1	53	5%	-2%	9%	5%	-4%
70	Cc1cccc(NC(=O)CSc2ncnc3nc[nH]c23)c1	0	2%	-11%	-4%	-5%	-24%
71	CO/N=C/c1ccc(Sc2ccccc2N)c([N+](=O)[O-])c1	-21	-23%	-26%	1%	-6%	-33%
72	COc1ccc(-c2csc3nc(-c4ccccc4F)oc(=O)c23)cc1OC	-21	8%	?	0%	-1%	5%
73	CC(C)CCNc1cc(=O)n(C)c(=O)n1C	30	8%	-9%	-13%	1%	-17%
74	O=C(CSc1n[nH]c(-c2cccs2)n1)N1CCCCC1	-5	-1%	-15%	-7%	·	-14%
75	CC(C)n1nccc1NS(=O)(=O)c1ccccc1	-13	-1%	4%	?	·	-14%
76	COc1ccc(C2NN=C(c3ccc(C)cc3)S2)cc1 (stereo not drawn)	317	-30%	-22%	-4%	-4%	-18%
77	O=C(NC1CCCCCC1)C1CCC(=O)N(Cc2ccccc2F)C1 (stereo not drawn)	102	2%	28%	-9%	-3%	48%

Complete entries, quoted from the list. Order of values: HCMV antiviral, Sm TGR block, HCV inhibitor, AmpC detergent, FBPA Giardia inh, AmpC no deterg
Results for `Nc1ccc(C(=O)OCCCc2nc3ccccc3[nH]2)cc1` → -25, 6%, 21%, -5%, -6%, -4%
Results for `Cc1oc(-c2ccccc2)[n+]([O-])c1C` → 3, ?, 22%, ?, -1%, -6%
